Sm TGR block: S. mansoni TGR enzyme inhibition; purified TGR, DTNB reduction, TNB absorbance 405 nm; Potency, µM (top dose mostly 114 µM), for the others: at the highest dose activity change, negative = inhibition, actives largely listed as inhibitors; 3% of 360,000 active; AID 485364; active = well fitted inhibition curve with a large enough effect; inconclusive = small, poorly fitted or top-dose-only effect; inactive = no such curve, though single readings can be large or run the other way; note: nearly all actives have a fitted effect of over 60% in size
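TGR 20 nM + NADPH 100 uM (dispensed conc.), cpd preinc 15 min RT; start with NADPH (500 uM addition) then DTNB (15 mM addition). Kinetic TNB absorbance, 405 nm filter. Four-parameter Hill fit across titration.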
* marks the source's active call; other numbers are inactive results; ? = inconclusive. % is set by controls: 0 for no effect and ±100 for the full control effect; potency is the fitted concentration of half-maximal effect. The list is partial, so the mix of outcomes need not match the whole.

SMILES | Sm TGR block
Cc1cccc(NC(=O)c2c(C)oc3ncnc(N4CCCCC4)c23)c1C | -11%
CC(=O)c1ccc(NC(=O)COc2ccccc2-c2nc(C(C)C)no2)cc1 | -1%
COc1cccc(OC)c1Cn1nnc2c(=O)[nH]c(C3CCN(C(=O)c4ccccc4)CC3)nc21 | -1%
COc1ccc(N2CC(NC(=O)COc3ccc(F)cc3)CC2=O)cc1OC (stereo unspecified) | -6%
Cc1ccc(NC(=O)Cn2c(=O)n(CCCCC(=O)NCc3ccccc3Cl)c(=O)c3ccccc32)cc1C | 2%
Cc1ccc2nc(NC(=O)c3cc(=O)c4cc(C)c(C)cc4o3)sc2c1 | -1%
CNC(=O)C1CCC(Cn2c(=O)c3sccc3n(CC(=O)Nc3ccccc3)c2=O)CC1 (stereo unspecified) | 5%
CCc1ccc(CN(Cc2cn[nH]c2-c2ccc(OC)cc2)C(=O)Nc2ccc(C)c(F)c2)cc1 | 23%
O=c1c2cccnc2n(Cc2ccccc2F)c(=O)n1Cc1ccccc1Cl | -5%
CC(C)(C)OC(=O)N1CCC(c2c(C(=O)N3CCN(c4ccccn4)CC3)cnn2-c2ccc(F)cc2F)CC1 | -3%
Cc1cc(F)ccc1NC(=O)CCS(=O)(=O)c1cc2c(cc1C)NC(=O)CO2 | -13%
CCOC(=O)c1c(NC(=O)COc2cc(C)ccc2C(C)C)sc(C)c1C | -2%
CC1=C(C(=O)Nc2cccnc2)C(c2ccccc2)n2nc(SCc3ccccc3F)nc2N1 (stereo unspecified) | -9%
N#Cc1ccccc1S(=O)(=O)N1CCCC(c2nc3c(nnn3Cc3cccc(Cl)c3)c(=O)[nH]2)C1 (stereo unspecified) | -8%
COc1cc(OC)c(NC(=O)CN2CCCN(Cc3ccccc3C)S2(=O)=O)cc1Cl | -6%
O=C(Cc1ccc(NC(=O)N2CCCCc3ccccc32)cc1)NCc1cccc(Br)c1 | -2%
CN(C(=O)CSc1nc(-c2ccccc2)no1)c1ccc(F)cc1 | 4%
CCn1ccc2cc(S(=O)(=O)N3CCCN(C(=O)NCC(=O)OC)CC3)ccc21 | -6%
O=C(CNC(=O)c1ccc(F)cc1)OCc1cc(=O)n2nc(C3CCCCC3)sc2n1 | 10%
COc1ccc(NC(=O)CN2C(=O)CSc3ccc(S(=O)(=O)N(C)C)cc32)cc1OC | 16%
Cc1cccc(N2CCN(C(=O)c3cnn(-c4ccccc4Cl)c3C3CCN(C(=O)OC(C)(C)C)CC3)CC2C)c1 (stereo unspecified) | 0%
O=C(NCCc1ccccc1)C(=O)NCC(c1cccnc1)N1CCN(c2ccccc2F)CC1 (stereo unspecified) | -5%
COc1ccc(CCNC(=O)c2cc3sccc3n2Cc2ccc(Cl)cc2)cc1OC | -3%
Nc1c(-c2nc(-c3ccc(Cl)cc3)no2)nnn1-c1ccc(C(F)(F)F)c(Cl)c1 | 2%
Cc1ccc(N2CC(NC(=O)c3ccc(Br)o3)CC2=O)cc1C (stereo unspecified) | -2%

Looked up above:
O=C(NCCc1ccccc1)C(=O)NCC(c1cccnc1)N1CCN(c2ccccc2F)CC1 (stereo unspecified) in Sm TGR block reads -5%
Cc1ccc(NC(=O)Cn2c(=O)n(CCCCC(=O)NCc3ccccc3Cl)c(=O)c3ccccc32)cc1C in Sm TGR block reads 2%

(listing goes on)
SMILES | Sm TGR block
Cc1ccc(NC(=O)Cn2c(=O)n(Cc3nc(C)no3)c(=O)c3cc4c(cc32)OCO4)c(Cl)c1 | 3%
Cn1nnnc1SCCCNCc1cccc(OCc2ccc(F)cc2)c1 | -4%
CS(=O)(=O)N(CC(=O)NCCSCc1ccccc1)c1cc(C(F)(F)F)ccc1Cl | 8%
CCn1cc(C(=O)N2CCN(c3ccccc3OC)CC2)c(=O)c2cc(S(=O)(=O)N3CCC(C)CC3)ccc21 | -1%
CCCC12CN3CC(CCC)(CN(C1)C3c1c[nH]c3ccc(OC)cc13)C2=O (stereo unspecified) | 34%
COc1ccc(-n2nnc(-c3nsc(NC(=O)c4cccc(C)c4)n3)c2C)cc1OC | 4%
Cc1nn(-c2ccccc2)c2c1N(CC(=O)NCc1ccc(N(C)C)cc1)C(=O)CS2 | -18%
CCCS(=O)(=O)Nc1cccc(-c2cn3ccc(C)cc3n2)c1 | 1%
CCc1ccccc1NC(=O)Cn1c(=O)c2cccn2c2ccc(F)cc21 | -2%
CCOc1ccc(CNC(=O)c2cc(-c3ccc(Cl)s3)nc3ccccc23)cc1 | -1%
Cc1cccn2c(=O)c(C(=O)NCc3ccc(F)cc3)c(O)nc12 | 6%
Cc1oc(-c2ccc(Cl)cc2)nc1Cn1c(=O)cc(C)c2c(C)nn(-c3cccc(F)c3)c21 | -2%
FC(F)(F)c1cc(Nc2nc3ccccc3c3nncn23)ccc1Cl | -2%
Cc1cccc(CSc2nnc3[nH]c(=O)cc(-c4ccccc4)n23)c1 | 4%
CCC1CN(C(=O)N2CCC(C(=O)Nc3cc(C)ccc3C)CC2)c2ccccc2O1 (stereo unspecified) | -8%
Cc1ccc(NC(=O)CSc2nnc(-c3ccc(Br)cc3)o2)c(C)c1 | 2%
O=c1c2ccccc2nc(/C=C\c2cccc(Br)c2)n1-c1ccc(O)cc1 | 2%
CCOC(=O)c1ccc(NC(=O)CCn2ccc(C)n2)cc1 | -1%
CCOC(=O)CNC(=O)Cn1nc(N2CCN(c3ccccc3)CC2)ccc1=O | -7%
COc1cccc(Cn2c(CNS(=O)(=O)c3ccc(Cl)s3)nc3cccnc32)c1 | 0%
Cn1nccc1C(=O)NCc1ccc2c(c1)CCN2C(=O)c1ccc(F)cc1 | 1%
CCCCSc1nnc2c(n1)OC(C)N(C(C)=O)c1ccccc1-2 (stereo unspecified) | 1%
Cc1nc(N2CCCC2)ncc1C(=O)NCc1ccc(F)cc1 | 0%
CCOC(=O)c1ccccc1NC(=O)c1ccc2c(Cl)c3c(nc2c1)CCC3 | 4%
CC(=O)c1cccc(NC(=O)C(Cc2ccccc2)NS(=O)(=O)c2ccc(Br)s2)c1 (stereo unspecified) | 3%
SMILES | Sm TGR block
Cc1ccc(Cl)cc1N1CCN(C(=O)CCS(=O)(=O)c2ccc3c(c2)oc(=O)n3C)CC1 | ?
Cc1cc(C)c(NC(=O)c2c(C)oc3c2C2=NCCN2C=N3)c(C)c1 | -5%
CC(=O)c1ccc(NC(=O)CCCSc2nc(-c3ccco3)cc(C(F)(F)F)n2)cc1 | 0%
Cc1ccc(OCC(=O)Nc2ccc(Cl)c(-c3nc4ncccc4o3)c2)c(C)c1 | 12%
COc1cccc2c1Oc1ncccc1N(c1ccc(C(=O)NCc3ccccc3C)s1)C2 | 2%
CCCNc1ccc(-c2nc(-c3ccncc3)no2)cc1[N+](=O)[O-] | -3%
Cc1cccc(NC(=O)N2CCC(n3c(C)nc4cccnc43)CC2)c1 | 1%
Cc1ccc(Nc2c(-c3ccc(N(C)C)cc3)nc3ccccn23)cc1 | 4%
COc1ccc2c(c1)c1c(c(=O)n(-c3ccc(C)cc3)c(=O)n1CC(=O)NCc1ccc(C)cc1)n2C | -3%
O=C(Nc1cccc(C(F)(F)F)c1)Nc1ccc2snnc2c1 | -5%
Cc1ccc(S(=O)(=O)c2cc3cc(C(=O)Nc4ccc(C)cc4C)ccc3oc2=O)cc1 | -12%
CCc1ccc(CNC(=O)c2ccc3nc(SCc4ccc(F)cc4)n(C)c3c2)cc1 | -1%
Cn1nnc2c(N3CCN(c4ccc(F)cc4)CC3)ncnc21 | 4%
O=C(CCn1c(=O)c2ccccc2n(Cc2cccc(Cl)c2)c1=O)NCCc1ccccc1 | -7%
COc1ccc(C(=O)n2nc(-c3ccco3)nc2NCc2cccs2)cc1 | 11µM*
COc1ccc2sc(N(Cc3cccnc3)C(=O)COc3ccccc3)nc2c1 | 7%
CC(C)c1nn2c(=O)cc(COC(=O)c3ccccc3NC(=O)C3CCCCC3)nc2s1 | -1%
CCC1=Nc2cc(C(=O)N3CCC(C)CC3)ccc2Sc2ccc(C)cc21 | -2%
CCOc1ccc(CNC(=O)c2ccc(NC(=O)N3CCCCc4ccccc43)cc2)cc1OC | 11%
O=C(Nc1nc2n(n1)C(c1ccccc1)C=C(c1ccccc1)N2)c1ccc(Cl)c([N+](=O)[O-])c1 (stereo unspecified) | 1%
Cc1ccc2cccc(NC(=O)c3ccc(OC(C)C)cc3)c2n1 | -8%
CCCCc1ccc(NC(=O)c2ccc3c(c2)CCN3S(=O)(=O)c2ccccc2)cc1 | 0%
COc1ccc(OC)c(NC(=O)c2cc3cc4ccc(C)cc4nc3s2)c1 | 8%
COc1ccc(CNC(=O)CN2C(=O)COc3ccc(S(=O)(=O)Nc4ccccc4)cc32)cc1 | 3%
COCCNC(=O)c1ccc2c(=O)n(CCOC)c(SCC(=O)c3c[nH]c4ccccc34)nc2c1 | ?

16 compounds out of the list, sorted by length of the SMILES, rising.
SMILES | Sm TGR block
Cn1nnc2c(N3CCN(c4ccc(F)cc4)CC3)ncnc21 | 4%
FC(F)(F)c1cc(Nc2nc3ccccc3c3nncn23)ccc1Cl | -2%
Cc1cccn2c(=O)c(C(=O)NCc3ccc(F)cc3)c(O)nc12 | 6%
COc1ccc(C(=O)n2nc(-c3ccco3)nc2NCc2cccs2)cc1 | 11µM*
Cc1cccc(CSc2nnc3[nH]c(=O)cc(-c4ccccc4)n23)c1 | 4%
CCCNc1ccc(-c2nc(-c3ccncc3)no2)cc1[N+](=O)[O-] | -3%
CC(=O)c1ccc(NC(=O)COc2ccccc2-c2nc(C(C)C)no2)cc1 | -1%
Cc1ccc(OCC(=O)Nc2ccc(Cl)c(-c3nc4ncccc4o3)c2)c(C)c1 | 12%
COc1cc(OC)c(NC(=O)CN2CCCN(Cc3ccccc3C)S2(=O)=O)cc1Cl | -6%
CCCCc1ccc(NC(=O)c2ccc3c(c2)CCN3S(=O)(=O)c2ccccc2)cc1 | 0%
O=C(CCn1c(=O)c2ccccc2n(Cc2cccc(Cl)c2)c1=O)NCCc1ccccc1 | -7%
Nc1c(-c2nc(-c3ccc(Cl)cc3)no2)nnn1-c1ccc(C(F)(F)F)c(Cl)c1 | 2%
COc1ccc(CNC(=O)CN2C(=O)COc3ccc(S(=O)(=O)Nc4ccccc4)cc32)cc1 | 3%
COCCNC(=O)c1ccc2c(=O)n(CCOC)c(SCC(=O)c3c[nH]c4ccccc34)nc2c1 | ?
Cc1ccc(NC(=O)Cn2c(=O)n(CCCCC(=O)NCc3ccccc3Cl)c(=O)c3ccccc32)cc1C | 2%
N#Cc1ccccc1S(=O)(=O)N1CCCC(c2nc3c(nnn3Cc3cccc(Cl)c3)c(=O)[nH]2)C1 (stereo unspecified) | -8%

Later entries:
SMILES | Sm TGR block
CCc1ccc(NC(=O)c2oc3c(c2C)-c2[nH]ncc2CC3)cc1 | -5%
COc1ccc(NC(=O)Nc2sc3nc4n(c(=O)c3c2C)CCC(C)CC4)cc1OC (stereo unspecified) | ?
CCCc1nc(SCc2cc(=O)c3ccc(C)c(C)c3[nH]2)n[nH]1 | -2%
Cc1ccccc1Nc1cc(C(=O)NC2CCC(C)CC2)c2ccccc2n1 (stereo unspecified) | 11%
COc1ccccc1NCc1nnc2n1CCCCC2 | 5%
CCn1cc(S(=O)(=O)c2cccc(C)c2)c(=O)c2cc(F)c(N3CCCCC3C)cc21 (stereo unspecified) | 1%
COc1ccc(CC(=O)NCc2ccc3c(c2)CCN3C(=O)c2ccc(C)cc2)cc1OC | 4%
CN(C)c1ncc(C(=O)NCc2ccccc2Cl)cn1 | -2%
Cc1cc(C)c(S(=O)(=O)NCC(c2ccc(N(C)C)cc2)N2CCc3ccccc32)c(C)c1 (stereo unspecified) | -7%
O=C(Nc1cccc(C(=O)OCc2cc(=O)n3ccsc3n2)c1)c1ccc(F)cc1 | -3%
Cc1cc(C)cc(-n2ccn(CC(=O)Nc3ccccc3F)c(=O)c2=O)c1 | -12%
COc1ccc(OC)c(-c2noc(N3CCN(c4cc(C)ccc4C)CC3)n2)c1 | -2%
CCOc1ccc(NS(=O)(=O)c2ccc(-c3cc(C)no3)s2)cc1 | -2%
N#Cc1ccccc1NC(=O)C(=O)NCC(c1ccc2c(c1)OCO2)N1CCOCC1 (stereo unspecified) | 6%
Cc1cc(C)c2c(=O)cc(C(=O)Nc3sc4c(c3C#N)CCCC4)oc2c1 | 8%
COc1cccc(-n2c(SCC(=O)N3CCCc4ccccc43)nc3c([nH]c4ccccc43)c2=O)c1 | 2%
CCOC(=O)c1cc(-c2ccccc2)n(CCC(=O)Nc2ccccc2CC)c1C | 10%
Cc1ccc(Sc2c(C)nn(C(=O)COc3ccccc3Br)c2C)cc1 | -2%
O=C(COc1ccccc1[N+](=O)[O-])N(Cc1ccco1)c1ccccn1 | -3%
Cc1ccc(-n2cnc3cc(C(=O)NC4CCCCCC4)ccc32)cc1Cl | 6%
O=C1CC(c2ccccc2)Cc2[nH]c(=O)c(C(=O)Nc3ccc(F)cc3)cc21 (stereo unspecified) | -7%
COC(=O)c1cc2oc(C)cc2n1CC(=O)Nc1ccc(C(C)C)cc1 | -27%
Cc1cccc(NC(=O)C2CCCN(S(=O)(=O)c3ccc4c(c3)oc(=O)n4C)C2)c1C (stereo unspecified) | -8%
CSc1ccc(CCNC(=O)CCn2c(=O)c3cccn3c3cccnc32)cc1 | 10%
Cc1cc(C)cc(NC(=O)Cn2nnc(-c3ccccc3F)n2)c1 | 7%
COCCCNC(=O)CCCN1C(=O)CCn2nc(-c3cn(C)c4ccccc34)cc21 | 4%
CCN(CC)CCN(C(=O)c1ccc(C(=O)OC)cc1)c1nc2ccc(Cl)cc2s1 | 2%
CC(C)n1c(=N)c(C(=O)NCc2ccccc2)cc2c(=O)n3ccccc3nc21 | 1%
COc1ccc(-c2c(C)nn3c(C(F)(F)F)cc(-c4ccc(C)cc4)nc23)cc1 | -1%
CCn1cc(S(=O)(=O)c2ccccc2)c(=O)c2cc(F)c(N3CCCC3)cc21 | -4%
